# Compound activity: PubChem BioAssay, several laboratories
# HDAC3 inh – HDAC3 deacetylase inhibitors, primary screen, biochemical, fluorescence, cell-free homogeneous. recombinant HDAC3, fluorogenic peptide/trypsin coupled. actives 0.15% (n = 320,000). Histone deacetylase 3 (Homo sapiens), O15379. inhibition, % at 8.3 µM; in the data active = inhibition above about 26%, passing the limit was not always enough
# Target sequence (O15379 whole entry, looked up): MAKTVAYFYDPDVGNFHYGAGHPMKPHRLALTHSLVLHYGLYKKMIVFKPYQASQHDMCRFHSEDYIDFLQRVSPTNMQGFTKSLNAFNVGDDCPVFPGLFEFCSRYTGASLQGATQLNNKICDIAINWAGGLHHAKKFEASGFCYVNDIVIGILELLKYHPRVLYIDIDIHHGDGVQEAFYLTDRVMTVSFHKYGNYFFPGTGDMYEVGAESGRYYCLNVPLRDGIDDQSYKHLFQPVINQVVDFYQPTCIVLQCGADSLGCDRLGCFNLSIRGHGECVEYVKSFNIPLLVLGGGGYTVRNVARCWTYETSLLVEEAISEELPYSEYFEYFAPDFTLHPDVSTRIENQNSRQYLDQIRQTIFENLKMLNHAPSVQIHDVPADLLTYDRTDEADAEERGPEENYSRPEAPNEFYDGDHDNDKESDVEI
# ANO1 block – TMEM16A chloride channel inhibitors, primary screen, cell-based, HTS | Anoctamin-1 (Mus musculus), Q8BHY3 | HEK293 TMEM16A/YFP iodide influx fluorescence, ionomycin | normalized B-score (activity score, 25-100; higher = stronger inhibition) at 10 µM | actives 1.2% (n = 310,000) | AID 588511, 2011;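 active = ratio plate-corrected score three or more library SD toward inhibition, starting fluorescence score within five deviations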;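 also: score derived from kinetic fluorescence span divided by baseline fluorescence per well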
# KCNQ1 pot – potentiators or activators of KCNQ1 channel, primary screen, cell-based, thallium flux, high-throughput. B-score at 10 µM. CHO-K1 KCNQ1, thallium flux FluxOR fluorescence; hits give high values. AID 2648, 2010. actives 0.35% (n = 310,000);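 active = fluorescence ratio B-score, a plate-corrected score, at least three library SD, with initial intensity B-score within 5 SD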
#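 Medium – assay buffer, equal DMSO in all wells · Material – CHO-K1 cell line with stable KCNQ1 potassium channel expression · Signal – kinetic FluxOR thallium fluorescence, 10-s 1-Hz baseline, 110-s post-stimulus read · Compound – single concentration per compound, DMSO matched to controls · Schedule – 37 °C overnight plating, 90-min dark dye load, 20-min compound pretreatment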
# RGS4 pot – RGS4 potentiators or activators, primary screen, cell-based, HEK293 M3R inducible RGS4, calcium flux; carbachol calcium flux Fluo4; hits give low values; B-score at 10 µM; actives 0.92% (n = 310,000); AID 463111, 2010;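 active = B-score of the integrated calcium signal more than 4 SD below the library mean, with starting fluorescence not abnormally high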;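 also: negative B-score means reduced calcium response which marks RGS4 activation or potentiation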
#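 Test system: HEK293 cells with stable M3R and inducible RGS4; also added: carbachol at ECmax as muscarinic agonist stimulus; schedule: dye loading 30 min 37 °C, buffer rest 30 min RT; technique: kinetic calcium fluorescence imaging with Fluo4-AM dye, 2 µM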
# SKKanGAS inh – S. pyogenes SKKanGAS growth inhibitors in kanamycin, primary screen, streptokinase expression inhibitor project, SKKanGAS strain, BacTiter-Glo luminescence; 6 h; inhibition, % at 7.5 µM; actives 1.3% (n = 300,000); AID 1662, 2009;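 active = mean replicate score, as percent of positive control median, at least 50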;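 also: strain carries kanamycin resistance gene driven by streptokinase promoter and grows in 40 µg/ml kanamycin; loss of luminescence reflects streptokinase promoter inhibition or plain growth inhibition; 0% = median of DMSO wells and 100% = positive control at its reference dose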
# RGS4 inh – RGS4 inhibitors, primary screen, cell-based, HEK293 M3R inducible RGS4, calcium flux; Fluo-4 calcium flux; hits give high values; triggered by carbachol at its EC20; AID 463165, 2010; B-score at 10 µM; actives 0.45% (n = 310,000);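 active = B-score, a plate-corrected calcium signal, over three deviations above library mean, with baseline fluorescence within five deviations of library mean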;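 also: RGS4 expression induced by doxycycline in cells with stable M3 receptor; B-score is computed from the integrated fluorescence ratio over baseline after carbachol; higher B-score means a larger calcium signal and so more RGS4 inhibition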
# Target sequence (P49798 whole entry, looked up): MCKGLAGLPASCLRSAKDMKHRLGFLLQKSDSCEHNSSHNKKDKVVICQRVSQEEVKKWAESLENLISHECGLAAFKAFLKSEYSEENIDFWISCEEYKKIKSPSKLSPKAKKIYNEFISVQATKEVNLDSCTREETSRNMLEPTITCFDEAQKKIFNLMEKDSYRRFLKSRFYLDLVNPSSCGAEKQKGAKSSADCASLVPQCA
# KCNK3 inh – human KCNK3 channel inhibitors, primary screen, CHO cells, FluxOR thallium flux, B-score | B-score at 10 µM | FluxOR fluorescence; hits give low values | actives 0.84% (n = 340,000) | Potassium channel subfamily K member 3 (Homo sapiens), O14649;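 active = B-score under library mean minus 4 SD, starting fluorescence ratio at most library mean plus 5 SD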;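 also: more negative B-score means stronger inhibition of thallium flux through KCNK3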
# Target sequence (O14649 whole entry, looked up): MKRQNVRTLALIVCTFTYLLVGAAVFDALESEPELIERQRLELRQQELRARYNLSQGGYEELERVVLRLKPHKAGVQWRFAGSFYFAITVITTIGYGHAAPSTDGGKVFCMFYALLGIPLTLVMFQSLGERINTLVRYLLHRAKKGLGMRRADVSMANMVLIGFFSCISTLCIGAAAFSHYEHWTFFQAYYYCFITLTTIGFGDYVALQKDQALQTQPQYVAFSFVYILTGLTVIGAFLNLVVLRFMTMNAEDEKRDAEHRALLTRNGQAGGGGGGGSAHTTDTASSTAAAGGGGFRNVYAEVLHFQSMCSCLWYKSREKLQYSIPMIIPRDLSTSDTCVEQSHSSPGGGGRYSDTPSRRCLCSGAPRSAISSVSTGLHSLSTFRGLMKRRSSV
# TMEM16A act – TMEM16A chloride channel activators or potentiators, primary screen, cell-based, HTS; HEK293 TMEM16A/YFP-H148Q/I152L, iodide quench fluorescence; hits give low values; actives 0.3% (n = 340,000); B-score at 10 µM; AID 623877, 2012;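 active = fluorescence-ratio B-score plate-corrected deviation score at least 3 library SD below zero, with starting fluorescence score within 5 deviations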;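 also: channel opened by trigger with iodide after compound preincubation; score built on the fluorescence ratio of max minus min over baseline; more negative score means more quench and so TMEM16A activation or potentiation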
# hERG protect – hERG rescue from dofetilide block, primary screen, cell-based, CHO-hERG, FluxOR thallium flux, dofetilide IC70; AID 1511, 2009; Voltage-gated inwardly rectifying potassium channel KCNH2 (Homo sapiens), Q12809; actives 0.51% (n = 310,000); activation (rescue from dofetilide block), less the hit threshold, % at 10 µM; dofetilide IC70 present;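 active = activation above the mean of controls blocked by dofetilide plus 5 SD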;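 also: thallium influx through hERG after potassium depolarization seen as dye fluorescence rise; in these data hits start at about 4.7%; inactives centre near -7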
# KCNK9 block – KCNK9 potassium channel inhibitors, primary screen, HEK293 cells, thallium flux; Potassium channel subfamily K member 9 (Homo sapiens), Q9NPC2; FluxOR thallium flux fluorescence; hits give low values; B-score at 10 µM; actives 1.2% (n = 310,000); AID 488922, 2010;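 active = ratio B-score over 3 SD below the library mean, with starting fluorescence within 5 SD of its mean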;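 also: negative B-score means less thallium flux so channel inhibition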
# KCNQ1 inh – inhibitors of human KCNQ1 channel, primary screen, cell-based, thallium flux, high-throughput; Potassium voltage-gated channel subfamily KQT member 1 (Homo sapiens), P51787; CHO-K1 KCNQ1, FluxOR thallium flux fluorescence; hits give high values; B-score at 10 µM; actives 1.3% (n = 310,000); AID 2642, 2010;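 active = compounds whose thallium flux B-score, printed positive for inhibition, exceeds three library SD while starting fluorescence stays within three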;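 also: channel opened by potassium depolarization with thallium stimulus after 20 min compound exposure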
# Starred values were filed as active, the others as inactive; i = inactive; / = not tested or not shown.
# Sample of the layout, 3 compounds:
SMILES,HDAC3 inh,ANO1 block,KCNQ1 pot,RGS4 pot,SKKanGAS inh,RGS4 inh,KCNK3 inh,TMEM16A act,hERG protect,KCNK9 block,KCNQ1 inh
Cc1nc2sc(C(c3cccs3)N3CCN(C(=O)c4ccco4)CC3)c(O)n2n1 (stereo not drawn),/,i,i,i,-3,i,i,i,-7,i,i
N#CC1=C(N)Oc2cc3ccccc3cc2C1c1cccnc1 (stereo not drawn),-1,i,i,i,3,i,i,i,-2,i,i
COc1cccc(CNC(=O)CCCC(=O)Nc2cccc([N+](=O)[O-])c2)c1,13,i,i,i,-14,i,i,i,-12,i,i

# Main list, from the first entry:
SMILES,HDAC3 inh,ANO1 block,KCNQ1 pot,RGS4 pot,SKKanGAS inh,RGS4 inh,KCNK3 inh,TMEM16A act,hERG protect,KCNK9 block,KCNQ1 inh
Cc1nc2sc(C(c3cccs3)N3CCN(C(=O)c4ccco4)CC3)c(O)n2n1 (stereo not drawn),/,i,i,i,-3,i,i,i,-7,i,i
N#CC1=C(N)Oc2cc3ccccc3cc2C1c1cccnc1 (stereo not drawn),-1,i,i,i,3,i,i,i,-2,i,i
COc1cccc(CNC(=O)CCCC(=O)Nc2cccc([N+](=O)[O-])c2)c1,13,i,i,i,-14,i,i,i,-12,i,i
O=C(c1ccc2c(c1)C(=O)N(Cc1ccco1)C2O)N1CCOCC1 (stereo not drawn),4,i,i,i,-2,i,i,i,-3,i,i
COC(=O)CSc1nc(C2CC2)nc2ccccc12,-4,i,i,i,-10,i,i,i,-5,i,i
COc1ccc2c(C(F)(F)F)cc(=O)oc2c1C,-4,i,i,i,-4,i,i,i,-5,i,i
CC(C)Oc1cccc(C(=O)NC(=S)Nc2ccccc2)c1,9,i,i,i,-9,i,i,i,-2,i,i
C/C(N)=C(/C#N)C(=O)COC(=O)c1ccccc1C(=O)c1ccc(C)cc1,6,i,i,i,1,i,i,i,-10,i,i
CCN(C1CCCCC1)S(=O)(=O)c1cc(C)ccc1OC,8,i,i,i,-1,i,i,i,-17,i,i
N#C/C(=C/c1ccc(Sc2nc3ccccc3[nH]2)o1)c1ccccc1F,-1,i,i,i,-3,i,i,i,-18,i,17*
C=C(C)Cn1c(SCC(=O)O)nnc1-c1ccc(OC)cc1,-2,i,i,i,0,i,i,i,-5,i,i
Cc1cccc(C)c1Nc1ncnc2ccccc12,11,i,i,i,1,i,i,i,-4,i,i
CC(=O)C1=C(O)C(=O)N(CCc2c[nH]c3ccccc23)C1c1ccc(C)cc1 (stereo not drawn),9,i,i,i,10,i,i,i,-11,i,i
CCN(CC)C(=O)Cn1cc(C(=O)C(=O)NCCc2ccc(S(N)(=O)=O)cc2)c2ccccc21,4,i,i,i,0,i,i,i,-9,i,i
Cc1nc2ccc(NC(=O)c3c(-c4ccccc4)noc3C)cc2s1,6,i,i,i,5,i,i,i,-9,i,i
CCC1=NN(C(=O)c2ccc(Br)cc2)C(O)(c2ccccc2)C1 (stereo not drawn),4,i,i,i,3,i,i,i,-11,i,i
COc1ccc(C2(CNC(=O)c3cccc([N+](=O)[O-])c3)CCCCC2)cc1OC,7,i,i,i,-6,i,i,i,-9,i,i
CC1=C(C(=O)OCCNC(=O)c2cccnc2)C(c2cccc([N+](=O)[O-])c2)C(C(=O)OCCN(C)C)=C(C)N1 (stereo not drawn),-2,i,i,i,5,i,i,i,-10,i,i
CCCS(=O)(=O)c1ccc(COC(=O)c2cccc(NC(=O)C(C)C)c2)cc1,5,i,i,i,10,i,i,i,-11,i,i
COc1cccc(C2c3[nH]c4ccccc4c3CCN2Cc2cnc(C)s2)c1OC (stereo not drawn),9,i,i,i,3,i,i,i,-7,i,i
CC1(C(=O)OCC(=O)NC(=O)c2ccccc2)CC1(Cl)Cl (stereo not drawn),-1,i,i,i,6,i,i,i,-8,i,i
CC(C)(C)c1ccc(S(=O)(=O)N(CCCN2CCOCC2)Cc2cccs2)cc1,4,i,i,i,-4,i,i,i,-17,i,i
Cc1c(N/N=C(\C#N)C(=O)c2ccc(Cl)cc2)c(=O)n(-c2ccccc2)n1C,11,i,i,i,100*,i,i,i,-11,i,i
CCOC(=O)c1ccccc1NC(=O)CSc1nc2ccccc2n1CC(=O)N1CCCC1,3,i,i,i,5,i,i,i,-6,i,i
Cc1ccc2c(c1)OC(c1ccc3c(c1)OCCO3)CC2=O (stereo not drawn),-5,i,i,i,-3,i,i,i,-4,i,i
# (continued)
SMILES,HDAC3 inh,ANO1 block,KCNQ1 pot,RGS4 pot,SKKanGAS inh,RGS4 inh,KCNK3 inh,TMEM16A act,hERG protect,KCNK9 block,KCNQ1 inh
Cc1cc(C)cc(Nc2nc3ccc(C)cc3n3cnnc23)c1,-3,i,i,i,6,i,i,i,-4,i,i
CCOC(=O)c1cccc(NC(=O)COC)c1,1,i,i,i,-3,i,i,i,-9,i,i
CCC(C)[C@@H](NC(=O)OC(C)(C)C)c1nnc(S(=O)(=O)Cc2cccc(C)c2)o1 (stereo partly drawn),/,/,i,i,-17,i,i,i,-13,i,i
C#CCOc1ccc2c3c(c(=O)oc2c1)CCCC3,-17,i,i,i,4,i,i,i,-5,i,i
COc1ccccc1-c1cc(C(=O)NCc2ccc(F)cc2)no1,-3,i,i,i,-4,i,i,i,-10,i,i
CNC(=S)N/N=C/c1ccc(N(C)C)cc1,-26,i,i,i,-7,i,i,i,-5,i,i
COC(=O)CNC(=O)C12CC3(C)CC(C)(CC(C)(C3)C1)C2,3,i,i,i,1,i,i,i,-5,i,i
CC(C)c1onc(C(=O)N2CCN(c3ccc(F)cc3)CC2)c1[N+](=O)[O-],5,i,i,i,-6,i,i,i,-5,i,i
Cc1cccc(CCNS(=O)(=O)c2cnc[nH]2)c1,-3,i,i,i,-6,i,i,i,-2,i,i
CC(=O)Nc1ccc2c(c1)CCCN2C(=O)c1ccccc1,-3,i,i,i,-3,i,i,i,-10,i,i
NC(=O)c1c(NC(=O)COC(=O)CSc2nnc(-c3ccc(Cl)cc3)o2)sc2c1CCC2,3,i,i,i,5,i,i,i,-8,i,i
CCCCN(CCCC)S(=O)(=O)c1ccc(C(=O)Nc2nnc(COC)o2)cc1,10,i,i,i,92*,i,i,i,-6,i,i
CCOC(=O)/C(=C/C=C1\Sc2ccccc2N1CC)C(C)=O,23,i,i,i,-10,i,i,i,-36,i,i
O=C(CCN=C1NS(=O)(=O)c2ccccc21)OCc1nnc(-c2ccccc2)o1,-1,i,i,i,11,i,i,i,-13,i,i
CCOc1ccccc1C(=O)NCC(=O)Nc1ccc(-c2ccccc2)cc1,1,i,i,i,0,i,i,i,-1,i,i
O=C1CCCN1CCCNc1ccc2nnc(CCC(=O)N3CCN(c4ccc(F)cc4)CC3)n2n1,-1,i,i,i,3,i,i,i,-7,i,i
CCCN(CCC)C(=O)CSc1nc2n[nH]c(C)c2c(=N)n1-c1ccc(OCC)cc1,-1,i,i,i,33,i,i,i,-10,i,i
CC(=O)c1cccc(NC(=O)c2ccc(NC(=O)CC3SC(N4CCCCC4)=NC3=O)cc2)c1 (stereo not drawn),-13,i,i,i,4,i,i,i,-10,i,i
CCC(C)c1ccccc1NC(=O)COC(=O)CCc1cc(OC)c(OC)c(OC)c1 (stereo not drawn),-5,i,i,i,-4,i,i,i,-7,i,i
CCOc1cccc(C(=O)Nc2ccc(N3CCN(S(C)(=O)=O)CC3)cc2)c1,4,i,i,i,0,i,i,i,-2,i,i
Cn1c(SCc2ccc(Br)cc2)nc2ccccc2c1=O,-4,i,i,i,26,i,-9.5*,i,-3,i,i
O=C(Nc1ccc(Oc2ccccc2)nc1)C1CCN(Cc2ccco2)CC1,-5,i,i,i,-4,i,i,i,-10,i,i
CN(C)c1ccc(C(=O)c2ccc(O)cc2O)cc1,3,i,i,i,-1,i,i,i,-7,i,i
CC[n+]1c(/C=C/N(C)c2ccccc2)oc2ccccc21,10,i,i,i,-4,i,i,i,-33,i,8*
CCc1nc2nc(C)c(NS(=O)(=O)c3ccc4c(c3)CCCC4)c(=O)n2[nH]1,3,i,i,i,23,i,i,i,-8,i,i
O=C(C1CCC1)N1CCN(c2ccc(Cl)cc2)CC1,6,i,i,i,-2,i,i,i,-3,i,i
CSCCC(NC(=O)c1ccc(C(C)(C)C)cc1)C(=O)O (stereo not drawn),0,i,i,i,2,i,i,i,-8,i,i
COC(=O)CSc1nc(C)c(C)c(C)c1C(N)=O,3,i,i,i,1,i,i,i,-3,i,i
Cc1ccc(CSCCNC(=O)c2ccc(Cl)c(S(=O)(=O)N3CCOCC3)c2)cc1,1,25*,i,i,-9,i,i,i,-15,i,i

# Arranged by SMILES length (rising): some entries from above.
SMILES,HDAC3 inh,ANO1 block,KCNQ1 pot,RGS4 pot,SKKanGAS inh,RGS4 inh,KCNK3 inh,TMEM16A act,hERG protect,KCNK9 block,KCNQ1 inh
CN(C)c1ccc(C(=O)c2ccc(O)cc2O)cc1,3,i,i,i,-1,i,i,i,-7,i,i
Cc1cccc(CCNS(=O)(=O)c2cnc[nH]2)c1,-3,i,i,i,-6,i,i,i,-2,i,i
CC[n+]1c(/C=C/N(C)c2ccccc2)oc2ccccc21,10,i,i,i,-4,i,i,i,-33,i,8*
CCC(C)c1ccccc1NC(=O)COC(=O)CCc1cc(OC)c(OC)c(OC)c1 (stereo not drawn),-5,i,i,i,-4,i,i,i,-7,i,i

# Limited to hERG protect and HDAC3 inh (2 entries from above):
mol | hERG protect | HDAC3 inh
CC(C)c1onc(C(=O)N2CCN(c3ccc(F)cc3)CC2)c1[N+](=O)[O-] | -5 | 5
Cc1cccc(CCNS(=O)(=O)c2cnc[nH]2)c1 | -2 | -3
